BLM inh: blocks DNA unwinding by human BLM helicase | P54132 | recombinant BLM DNA unwinding, fluorescence dequenching | Potency, µM (highest dose often 56.1 µM), for the others: at the top dose activity change, negative = inhibition, actives largely listed as inhibitors | actives 0.2% (n = 350,000);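 further: plate controls were vehicle for no effect and no enzyme for full effect; nearly all actives have a fitted effect of over 35% in size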
Target sequence (P54132 whole entry, looked up): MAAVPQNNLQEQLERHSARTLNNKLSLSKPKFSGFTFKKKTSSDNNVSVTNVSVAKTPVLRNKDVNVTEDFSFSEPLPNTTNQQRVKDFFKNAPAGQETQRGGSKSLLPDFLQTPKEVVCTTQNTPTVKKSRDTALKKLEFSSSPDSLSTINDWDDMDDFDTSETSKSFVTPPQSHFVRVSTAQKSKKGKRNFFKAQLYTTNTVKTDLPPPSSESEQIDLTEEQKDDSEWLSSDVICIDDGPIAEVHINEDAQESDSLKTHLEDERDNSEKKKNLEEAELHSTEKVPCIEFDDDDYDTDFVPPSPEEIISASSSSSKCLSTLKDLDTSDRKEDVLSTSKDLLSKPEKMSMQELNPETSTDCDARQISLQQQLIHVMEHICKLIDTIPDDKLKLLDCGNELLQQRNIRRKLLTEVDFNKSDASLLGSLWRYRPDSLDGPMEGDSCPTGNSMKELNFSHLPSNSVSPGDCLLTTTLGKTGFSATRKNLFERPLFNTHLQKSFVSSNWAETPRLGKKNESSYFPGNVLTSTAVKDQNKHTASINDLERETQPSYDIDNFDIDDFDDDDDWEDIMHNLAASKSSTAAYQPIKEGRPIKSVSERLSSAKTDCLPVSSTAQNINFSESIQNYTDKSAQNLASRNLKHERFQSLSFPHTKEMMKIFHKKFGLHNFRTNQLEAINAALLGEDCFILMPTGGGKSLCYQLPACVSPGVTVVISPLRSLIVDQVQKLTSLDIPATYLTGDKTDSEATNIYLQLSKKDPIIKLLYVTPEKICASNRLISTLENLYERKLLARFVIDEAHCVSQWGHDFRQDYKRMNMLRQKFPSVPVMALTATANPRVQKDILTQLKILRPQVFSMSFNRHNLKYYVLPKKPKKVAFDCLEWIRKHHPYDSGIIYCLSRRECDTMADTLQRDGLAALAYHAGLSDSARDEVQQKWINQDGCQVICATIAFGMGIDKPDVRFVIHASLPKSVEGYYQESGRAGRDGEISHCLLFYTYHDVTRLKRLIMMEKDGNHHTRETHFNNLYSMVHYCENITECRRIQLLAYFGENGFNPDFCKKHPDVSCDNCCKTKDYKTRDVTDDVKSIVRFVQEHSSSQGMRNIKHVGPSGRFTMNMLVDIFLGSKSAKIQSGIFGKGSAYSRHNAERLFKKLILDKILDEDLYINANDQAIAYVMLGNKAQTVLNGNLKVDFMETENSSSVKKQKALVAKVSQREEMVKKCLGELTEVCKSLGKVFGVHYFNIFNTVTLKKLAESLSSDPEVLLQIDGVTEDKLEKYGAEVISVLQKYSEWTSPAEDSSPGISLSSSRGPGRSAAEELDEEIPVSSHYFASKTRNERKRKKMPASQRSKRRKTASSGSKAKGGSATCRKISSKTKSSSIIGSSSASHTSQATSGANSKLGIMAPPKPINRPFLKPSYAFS
PGK inhibitor: blocks T. brucei phosphoglycerate kinase | actives 0.043% (n = 380,000) | P07378 | AID 602233 | PGK/GAPDH coupled, Kinase-Glo luminescence, 60 min | Potency, µM (titrated, usually from 57.5 µM), without a hit: top-dose activity change, negative = inhibition, usual class: inhibitors; further: on the % scale 0 is the no-effect control and ±100 the full control effect; nearly all actives have a fitted effect of over 60% in size
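Luminescent ATP detection (Kinase-Glo Plus) follows a 60-minute room-temperature incubation, with wells lacking PGK as controls. Buffer: 100 mM TEA (pH 7.6), 5 mM MgCl2, 0.01% Tween-20. Coupling enzyme GAPDH (100 nM final) supplies unstable 1,3-BPG in-well.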
JMJD2A Tudor: JMJD2A Tudor domain (human) inhibition. actives 4.4% (n = 390,000). Potency, µM (doses to about 114 µM), inactives show top-dose activity change, negative = inhibition, hits mostly inhibitors. AlphaScreen JMJD2A-Tudor / H3K4me3 peptide binding. O75164; further: on the % scale 0 is the no-effect control and ±100 the full control effect; nearly all actives have a fitted effect of over 50% in size
GLS inh: inhibitors of human glutaminase (GLS) | O94925 | GLS enzymatic activity, qHTS titration | Potency, µM (highest dose often 45.5 µM), for inactives: at the top dose activity change, negative = inhibition, hits mostly inhibitors | actives 0.21% (n = 410,000); further: on the % scale 0 is the no-effect control and ±100 the full control effect
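Coupled fluorescence readout: glutamate oxidase/HRP/Amplex Red detect glutamate formed by hKGA from L-glutamine (1 mM solution added). Buffer 45 mM KH2PO4 pH 8.2, 0.02% Tween-20; reads at t0 and 30 min RT.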
Pin1 inh: blocks the human prolyl isomerase Pin1. Q13526. Pin1 FP peptide displacement, HiFluor488, 10 min. Potency, µM (series often up to 115 µM), for inactives: at the highest dose activity, negative = inhibition, most hits filed as inhibitors. actives 0.009% (n = 390,000); active means well fitted inhibition curve with a large enough effect in the polarisation, with a control signal flat, not every such curve was filed as active; inconclusive means small, poorly fitted or top-dose-only effect, or effect the other way, or a change in a side signal; inactive means no such curve, though single readings can be large or run the other way; the % refers to the polarisation; further: on the % scale 0 is the no-effect control and ±100 the full control effect
HP1b binding inh: blocks HP1-beta chromodomain binding to methylated histone tails; AlphaScreen HP1-beta / biotin-H3K9me3 peptide binding; Potency, µM (series often up to 114 µM), for the others: top-dose activity change, negative = inhibition, actives largely listed as inhibitors; actives 0.56% (n = 390,000); AID 540317; further: nearly all actives have a fitted effect of over 70% in size; inactives centre near 23
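HP1-beta protein (50 nM final) preincubated 30 min at room temperature with biotinylated H3(1-18)K9me3 peptide (50 nM) in PBS pH 7.4, 0.01% Tween-20, then compound added for 30 min. AlphaScreen streptavidin donor/nickel chelate acceptor beads (10 ug/mL final), 30 min dark, luminescence read.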
POLI inh: DNA polymerase iota (human) inhibition. actives 1% (n = 390,000). Potency, µM (top dose mostly 115 µM), for inactives: at the top dose activity, negative = inhibition, hits mostly inhibitors. Pol iota fluorescent replication assay, 10 min. Q9UNA4
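Pol iota at 10 nM preincubated 15 min with compounds at room temperature; reaction started with fluorescent substrate, 50 nM final. Fluorescence read kinetically at 0 and 10 min; buffer-only wells as negative control.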
G9a inh: inhibitors of human histone lysine methyltransferase G9a; Q96KQ7; G9a H3K9 monomethylation, AlphaScreen, 2 h; Potency, µM (titrated, usually from 102 µM), inactives show at the highest dose activity, negative = inhibition, usual class: inhibitors; actives 8.8% (n = 350,000); AID 504332; further: on the % scale 0 is the no-effect control and ±100 the full control effect; nearly all actives have a fitted effect of over 75% in size
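G9a (20 nM) was preincubated 15 min with compound, then reacted 2 h at room temperature with 500 nM biotin-H3K9 peptide and 20 µM SAM. Monomethyl-H3K9 detected by AlphaScreen using anti-H3K9me1 antibody.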
BAZ2B inh: BAZ2B (human) inhibition; Q9UIF8; AlphaScreen BAZ2B-H3K14Ac peptide displacement; Potency, µM (doses to about 114 µM), for inactives: top-dose activity change, negative = inhibition, actives largely listed as inhibitors; actives 4.4% (n = 360,000); AID 504333; further: on the % scale 0 is the no-effect control and ±100 the full control effect; nearly all actives have a fitted effect of over 60% in size
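Inhibition is scored as reduced AlphaScreen emission. The BAZ2B/b-H3(5-23)K14Ac complex (50 nM each) in PBS pH 7.4, 0.01% Tween-20 meets compound (up to 110 uM) for 30 min at RT before bead addition.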
* hit, by the source's call; i = inactive; ? = inconclusive; . = not tested or not shown; [ ] = dose if it differs, or a comment. Unless noted, the call rests on the fitted dose curve; in most records, active means well fitted curve in the direction sought with a large enough effect; inconclusive means small, poorly fitted or top-dose-only effect, or another doubt; inactive means no such curve, though single readings can be large; an effect the other way counts as inactive or inconclusive. Potency means the concentration at half of the fitted maximal effect. A portion of the library; rates above refer to the full screens.

canonical_smiles | HP1b binding inh | BLM inh | Pin1 inh | JMJD2A Tudor | G9a inh | POLI inh | GLS inh | PGK inhibitor | BAZ2B inh
COc1ccc(C(=O)NCC(c2ccc(Cl)cc2)N2CCCCC2)cc1 (centres undefined) | 35.6% | -3.6% | 6.4% | -9.3% | -5.6%[59 µM] | 7.1% | 11.2% | -13.0% | -9.8%
COc1ccc(OC)c(Nc2nc(NCCC(C)C)nc(N)c2[N+](=O)[O-])c1 | -24.8% | -6.6% | -1.8% | ? | ? | -2.2%[58.9 µM] | 23.4% | -8.4% | -32.4%
O=C(CN1CCc2ccccc2C1)NC1CCCC1 | 30.8% | -2.0% | 2.2% | -16.7% | ? | 2.8% | -2.3% | . | -12.5%
Cc1cc(Nc2ccc(Cl)cc2)n(-c2cccc(Cl)c2)n1 | 67.1%[activator] | -13.8% | 0.6% | 26.8%[57.1 µM] | 27.7%[59 µM] | -6.2% | 3.4% | -1.5% | 2.9%
COc1ccc(C(=O)Nc2ccc(S(=O)(=O)N3CCOCC3)cc2)cc1 | 60.6%[activator] | . | 1.4% | 1.4% | . | 186.1%[activator] | -8.6% | i | .
O=S(=O)(Nc1ccc2c(c1)OCCO2)c1cccc2nsnc12 | 3.7% | -0.8% | -0.2% | -20.7% | -15.2% | 11.0% | 27.1% | -7.2% | ?
Cc1cc(C)nc(NC(=O)CCCC(=O)O)c1 | 24.8% | 1.0% | -1.2% | -6.0% | 15.1% | 16.4% | 4.7% | 2.3% | 7.2%
COc1ccc(NC(=O)C2CCN(S(=O)(=O)c3cccs3)CC2)cc1OC | 21.5% | . | 1.1% | -31.6% | -7.6%[12.7 µM] | 12.8% | -3.7% | -1.5% | -3.2%
COc1ccc(-c2nnc(SCC(=O)Oc3c(C)cccc3C)o2)cc1OC | 77.8%[activator] | -2.0% | 3.8% | -8.9% | ? | 40.7%[activator] | 2.4% | i | -25.8%
O=C(NCc1ccc(F)cc1)C1CCN(C(=O)c2cnn(-c3ccccc3)c2-n2cccc2)CC1 | 2.3% | -6.1% | -8.4% | -18.8% | 9.2%[59 µM] | 33.5%[activator] | -7.9% | -0.3% | -3.2%
CCOc1ccccc1CNC(=O)CN1C(=O)c2cccnc2Oc2ccc(C)cc21 | 55.6%[activator] | 0.5% | 6.2% | -21.5% | -2.3%[59 µM] | 21.1% | -3.3% | 8.7% | 11.3%
CCN(CC)C(=O)[C@H]1CC(CC(=O)NCCC2=CCCCC2)C(=O)N2CCc3c([nH]c4ccccc34)[C@]12C (some centres undefined) | 22.6% | . | -5.9% | ? | . | -7.4% | 10.0% | -8.4% | .
Cc1cc(C)nc(NC(=O)c2ccc(C)o2)n1 | 23.8% | -5.3% | -6.5% | -4.1% | 3.1%[12.7 µM] | 17.3% | -12.0% | -0.6% | 0.4%
CCCCNC(=O)c1cnn2c(C)c(Cc3c(F)cccc3Cl)c(C)nc12 | 88.0%[activator] | 0.1% | -1.6% | 0.3% | 19.0%[59 µM] | 6.1% | 10.7% | -8.5% | 37.1%
CC(C)C(=O)N(c1ccc2oc(=O)sc2c1)S(=O)(=O)c1ccccc1 | 19.3% | -9.2% | -8.7% | ? | 3.16µM* | ? | -2.2% | -5.2% | -31.7%
O=c1c2c3c(sc2nc2n1CCCC2)CCCCC3 | 14.2% | 1.2% | -8.0% | -0.8% | ? | 18.1% | -0.1% | -5.2% | 6.7%
C=CCn1ccc(=NC=C(C#N)C#N)c2ccccc21 | 16.9% | -10.2% | 32.9%[activator] | 11.7% | -7.6%[12.7 µM] | 51.4%[activator] | 0.9% | 5.5% | -6.4%
O=C(NCc1ccc(Cl)cc1)c1cc(=O)[nH]c2ccc(S(=O)(=O)N3CCOCC3)cc12 | 19.4% | -3.7% | -7.4% | 2.8% | 6.0% | -1.4% | 10.3% | 5.7% | -2.8%
S=C(NCc1cccs1)Nc1ccccc1 | 23.3% | 0.1% | -4.3% | 2.8% | 10.4% | 14.0% | 2.0% | -1.9% | -20.7%
CCOc1ccc(/C=C/C(=O)N(CC)CC(=O)Nc2ccc3c(c2)OCCO3)cc1OC | 33.0% | . | -6.3% | -16.0% | -18.8% | 34.0%[activator] | -5.2% | 0.7% | 5.5%
Cc1ccc(-n2c(C)cc(/C([O-])=C(/C(=S)Nc3ccc(F)c(Cl)c3)[n+]3ccccc3)c2C)cc1 | -13.1% | -14.7% | 0.1% | -32.8%[57.1 µM] | ? | 29.8% | 21.4% | i | ?
O=C(NC1CCCCC1)NC1CCN(CC(=O)N2CCOCC2)CC1 | 19.4% | -1.1% | -2.1% | -12.9% | -35.6%[12.7 µM] | ? | 5.7% | -3.1% | ?
Cc1cccc(-n2ncc(C(=O)N3CCN(c4ccc(C)cc4C)CC3)c2C2CCN(C(=O)OC(C)(C)C)CC2)c1 | 9.1% | -7.5% | -0.7% | -35.3% | -33.0%[59 µM] | 11.5% | -1.5% | -1.6% | 0.2%[57.1 µM]
COc1ccc(OC)c(CN2CCC(C(=O)N(C)CCc3ccc(OC)c(OC)c3)CC2)c1 | -21.8% | -0.2% | 5.4% | 22.4µM* | . | 31.7%[activator] | 4.7% | -4.9% | 23.3%

Arranged by count of non-hydrogen atoms (descending): some entries from above.
canonical_smiles | HP1b binding inh | BLM inh | Pin1 inh | JMJD2A Tudor | G9a inh | POLI inh | GLS inh | PGK inhibitor | BAZ2B inh
CCCCNC(=O)c1cnn2c(C)c(Cc3c(F)cccc3Cl)c(C)nc12 | 88.0%[activator] | 0.1% | -1.6% | 0.3% | 19.0%[59 µM] | 6.1% | 10.7% | -8.5% | 37.1%
CC(C)C(=O)N(c1ccc2oc(=O)sc2c1)S(=O)(=O)c1ccccc1 | 19.3% | -9.2% | -8.7% | ? | 3.16µM* | ? | -2.2% | -5.2% | -31.7%
C=CCn1ccc(=NC=C(C#N)C#N)c2ccccc21 | 16.9% | -10.2% | 32.9%[activator] | 11.7% | -7.6%[12.7 µM] | 51.4%[activator] | 0.9% | 5.5% | -6.4%

The list goes on:
canonical_smiles | HP1b binding inh | BLM inh | Pin1 inh | JMJD2A Tudor | G9a inh | POLI inh | GLS inh | PGK inhibitor | BAZ2B inh
Cc1ccc(/C=C/C2=NN(Cc3ccccc3Cl)C(=O)CC2)cc1 | 62.8%[activator] | -8.0% | -7.5% | 17.7% | 10.5% | 13.6% | 8.3% | i | 6.7%
CC(C)N1CCC(N2CCN(C/C=C/c3ccc(F)cc3)CC2CCO)CC1 (centres undefined) | 13.1% | -0.5% | -3.8% | -1.8% | -19.9% | 117.0%[activator] | 1.6% | 1.1% | -3.4%
CSCCC(NC(=O)c1ccccc1)C(=O)N1CCN(C(=O)c2ccccc2)CC1 (centres undefined) | 34.4% | . | 5.8% | 8.1% | . | 12.4% | -2.8% | -4.0% | .
CNC(=O)NC(=O)C(C)OC(=O)c1cc2c(s1)CCCCC2 (centres undefined) | 21.9% | 1.0% | -3.8% | -12.8% | 4.2%[59 µM] | 2.5% | -1.4% | 0.5% | 4.1%
O=C(Nc1cccc(Cl)c1N1CCOCC1)c1ccco1 | 19.2% | -1.0% | -0.3% | -18.9% | 9.8% | -1.1% | -16.2% | -5.1% | -11.5%
NC(=O)C1=C[C@@H](c2ccc(C(F)(F)F)cc2)C[C@@H](OCc2ccc(CO)cc2)O1 | 32.1% | -7.6% | ? | -20.4% | . | -3.3% | -1.3% | 2.9% | -11.2%
CCOC(=O)N1CCN(C(=O)CN(Cc2ccccc2)S(C)(=O)=O)CC1 | 8.0% | 1.1% | -6.4% | 11.7% | 16.9%[59 µM] | -19.8% | -2.7% | . | 9.4%
CCCn1c(/N=C/c2ccccc2O)nc2ccccc21 | 50.1%[activator] | 1.3% | -8.1% | -7.2% | -29.7%[59 µM] | 0.5% | 24.2% | -6.9% | -6.4%
O=C(COc1ccccc1)Nc1c2c(nn1-c1ccc(F)cc1)CS(=O)(=O)C2 | 17.4% | 1.3% | 4.2% | -2.1% | 22.9% | 29.3% | 10.9% | 6.0% | -9.1%
Cc1ccc(Cn2c(=O)n(-c3cccc(C(F)(F)F)c3)c(=O)c3c(C)c(C)sc32)c(C)c1 | 21.1% | -2.9% | -20.9% | 0.7% | 6.5%[59 µM] | 25.4% | 0.7% | . | 1.9%
COc1cc(/C=C/C(=O)N(C)CC(=O)Nc2ccccc2SC)cc(OC)c1OC | 28.4% | . | -2.9% | -5.3% | . | 9.1% | -13.8% | i | .
COCC1CCN(C(=O)C2CCN(c3nc(-c4ccccc4)nc4c3CCC4)CC2)C1 (centres undefined) | 24.1% | -1.6% | 1.9% | -15.2% | . | 14.1% | 7.4% | 12.3% | -14.4%
CC(C)c1ccc(NC(=O)CSc2ncc3c(n2)-c2ccccc2N(C)S3(=O)=O)cc1 | 6.1% | -0.7% | 12.0% | -23.7% | -2.2%[59 µM] | 18.5% | 0.7% | 5.6% | -2.5%
CCC(C)(C)NC(=O)CN(CC1CCCO1)C(=O)CCC(=O)Nc1nccs1 (centres undefined) | 11.1% | -1.5% | -5.1% | -9.1% | -30.4%[59 µM] | 9.1% | 1.6% | -6.4% | 2.1%
CC(C)c1ccc(C2c3[nH]c4ccccc4c3C[C@H]3C(=O)N(c4ccccc4C(=O)N4CCC[C@H]4C(=O)O)C(=O)N23)cc1 (some centres undefined) | -2.4% | -0.3% | -15.6% | ? | -5.3%[12.7 µM] | 22.1% | 0.5% | -5.6% | ?
COc1ccccc1OCC(=O)Nc1cc(Cl)ccc1N1CCCCC1 | 82.4%[activator] | . | 17.4% | 21.1% | 3.6%[2.33 µM] | 12.4% | 9.6% | -1.4% | 12.5%
CC(C)OP(=O)(c1ccc(N(C)C)cc1)C(O)c1ccccc1F (centres undefined) | 9.2% | 2.1% | -12.5% | -17.9% | -3.5%[59 µM] | 4.6% | 4.2% | -6.9% | -0.6%
Cn1c(C(=O)NCc2cccc(Cl)c2)cc2oc3ccccc3c21 | 34.9% | -3.0% | 12.5% | -8.1% | 1.8%[59 µM] | 25.8% | -0.1% | 6.9% | 3.9%
